Screening results (PubChem)
BoNT F protease: BoNT F light chain protease inhibition. Multiplex microsphere protease cleavage assay, flow cytometry. inhibition, % at 10 µM. 360,000 tested, 0.22% active. AID 588497; in the data active means inhibition above about 35%, passing the limit was not always enough; inconclusive means no clear call, values can overlap the other calls; further: plate controls were buffer without enzyme for full effect and enzyme alone for no effect
UGM FP inh: blocks M. tuberculosis UGM enzyme | purified UGM, fluorescence polarization probe displacement | inhibition, % at 10 µM | 320,000 tested, 0.06% active | AID 504406; in the data active means inhibition above about 10%, passing the limit was not always enough; inconclusive means no clear call, values can overlap the other calls
Target sequence (P9WIQ1 whole entry, looked up): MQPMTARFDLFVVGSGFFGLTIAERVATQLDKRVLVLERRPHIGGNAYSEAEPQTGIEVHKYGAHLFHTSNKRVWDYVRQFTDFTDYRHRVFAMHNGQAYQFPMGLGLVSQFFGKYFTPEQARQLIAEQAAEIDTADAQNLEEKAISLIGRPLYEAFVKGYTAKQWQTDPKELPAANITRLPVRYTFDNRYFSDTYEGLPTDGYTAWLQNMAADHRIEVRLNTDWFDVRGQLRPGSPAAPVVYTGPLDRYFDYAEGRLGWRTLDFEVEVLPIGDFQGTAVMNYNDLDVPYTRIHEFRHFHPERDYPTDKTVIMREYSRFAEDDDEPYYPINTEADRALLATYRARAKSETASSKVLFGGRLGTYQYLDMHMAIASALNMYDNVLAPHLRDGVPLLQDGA
FadD28 binding: M. tuberculosis FadD28 bisubstrate binding inhibition; 360,000 tested, 0.22% active; AID 588549; FadD28 bisubstrate probe binding, fluorescence polarization; inhibition, % at 12.5 µM; in the data active means inhibition above about 8.5%, passing the limit was not always enough; inconclusive means no clear call, values can overlap the other calls
CCHF vOTU inh: blocks the CCHF virus ovarian tumor domain protease | inhibition, % at 11.5 µM | AID 651958 | CCHFV vOTU protease, Pep-AMC fluorescence | 370,000 tested, 0.55% active; further: 0% = vehicle wells with enzyme and 100% = no enzyme wells
BoNT A protease: BoNT A light chain protease inhibition; 360,000 tested, 0.17% active; multiplex microsphere protease substrate cleavage, flow cytometry; AID 588499; inhibition, % at 10 µM; in the data active means inhibition above about 30%; inconclusive means no clear call, values can overlap the other calls; further: plate controls were buffer without enzyme for full effect and enzyme alone for no effect
PrPC surface inh: cell surface PrPC inhibition, primary TR-FRET screen. P04156. TR-FRET read-out. inhibition, % at 13.8 µM. 370,000 tested, 0.43% active. AID 720596; in the data active means inhibition above about 24%; further: 0% = median of the test wells and 100% = reference compound wells
GDH-TPI counter: inhibits GDH-TPI coupling enzymes, artifact for Mtb FBA screen; GDH-TPI coupled enzyme counterscreen, NADH absorbance; inhibition, % at 4.8 µM; AID 588335; 360,000 tested, 1.2% active;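 further: 0% = DMSO wells and 100% = wells lacking the enzyme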
FBA Mtb inh: inhibits M. tuberculosis FBA enzyme. P9WQA3. purified M. tuberculosis FBA, fluorescence read-out. inhibition, % at 1 µM. 360,000 tested, 2.3% active. AID 588726; in the data active means inhibition above about 27%;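 further: 0% = vehicle and 100% = reference inhibitor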
Target sequence (P9WQA3 whole entry, looked up): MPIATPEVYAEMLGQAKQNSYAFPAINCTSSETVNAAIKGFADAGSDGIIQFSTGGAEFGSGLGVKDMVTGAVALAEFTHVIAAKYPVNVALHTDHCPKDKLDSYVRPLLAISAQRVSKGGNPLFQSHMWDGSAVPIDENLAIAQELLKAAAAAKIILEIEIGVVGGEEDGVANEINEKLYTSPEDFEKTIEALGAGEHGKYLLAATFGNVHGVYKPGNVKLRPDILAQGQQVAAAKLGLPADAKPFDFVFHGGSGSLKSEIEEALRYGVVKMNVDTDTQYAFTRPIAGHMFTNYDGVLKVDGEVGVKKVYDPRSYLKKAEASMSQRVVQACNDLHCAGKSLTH
BioA inh: blocks M. tuberculosis BioA enzyme activity. purified M. tuberculosis BioA enzyme, plate reader. inhibition, % at 9.99 µM. 360,000 tested, 0.096% active. AID 602481; in the data active means inhibition above about 40%; inconclusive means no clear call, values can overlap the other calls
* marks the source's active call; other numbers are inactive results; ? = inconclusive; . = no result given. Unless noted, no stated cut-off is given here; in the data, active means inhibition above about 30%; inactive means the rest.

item	SMILES	BoNT F protease	UGM FP inh	FadD28 binding	CCHF vOTU inh	BoNT A protease	PrPC surface inh	GDH-TPI counter	FBA Mtb inh	BioA inh
1	COc1ccc(NC(=O)Nc2ccc(Cc3ccncc3)cc2)c(OC)c1	1	-4.4	-2.5	3	-0.2	26*	-1	1	1.7
2	O=C(NCc1cccs1)c1cc(C2CC2)on1	2	-0.4	-0.4	-2	-0.2	-4	14	4	-4.1
3	CCN(CC(=O)Nc1ccccc1C(F)(F)F)C(=O)c1ccccc1Sc1ccccc1C#N	0	0.0	-3.4	21	-2.1	0	-3	-3	1.0
4	Cc1cccc(COC(=O)Nc2ccc(NC(=O)c3ccccc3Cl)cc2)c1	-28	-2.8	0.6	-8	-3.8	-2	9	2	-2.4
5	CCOC(=O)[C@H]1[C@H]2COc3ccc(OC)cc3[C@@H]2N2C(=O)CN(Cc3ccccc3)C(=O)[C@@]12C	2	2.8	-1.6	1	-0.2	-5	11	3	-3.2
6	Nc1nnc(CC(=O)N/N=C/c2ccc(-c3cccc(C(=O)O)c3)o2)s1	-3	4.5	3.0	24	-1.5	-6	46*	4	1.4
7	COc1ccc2[nH]c(=O)c(CN(CCc3cccc(C)c3)C(C)=O)cc2c1	-1	-1.0	-3.3	-17	-1.6	4	4	15	0.1
8	Cc1cc2[nH]c(=O)cc(-c3ccccc3)n2n1	-10	-4.2	-0.2	-33	-2.5	5	6	34*	2.2
9	Nc1c(C(=O)Nc2ccccc2)sc2nc(-c3ccco3)ccc12	-47	0.7	1.3	-5	2.2	-5	27	26	.
10	COc1ccc(-c2noc(N3CCC(C(=O)NCCCN4CCCCC4)CC3)n2)cc1	-1	0.3	-4.6	7	-0.6	3	4	-3	-0.9
11	O=C1c2ccccc2C(Nc2ccc(S(=O)(=O)N3CCOCC3)cc2)N1c1cccnc1 (configuration not stated)	0	-1.0	-0.8	24	0.6	-5	1	4	-0.8
12	CC(C)CC(NC(N)=O)C(=O)OCC(=O)Nc1ccc(SC(F)F)cc1 (configuration not stated)	-2	1.6	-3.6	3	-0.9	-1	-11	-1	.
13	COc1ccc(OCCC(=O)OCC(=O)NC(=O)NC(C)(C)C)cc1	-10	1.3	-0.7	5	-0.5	0	-1	1	0.0
14	CCN1CCN(S(=O)(=O)c2cccc(S(=O)(=O)N3CCOCC3)c2)CC1	0	-2.1	0.1	-5	1.2	1	2	2	.
15	CC(C)(C)CC(=O)N1CCN(c2ccc(S(=O)(=O)N3CCOCC3)cc2[N+](=O)[O-])CC1	-4	-0.3	.	-2	-3.7	-4	-3	2	-0.6

In another format: 2 of the compounds above
2: O=C(NCc1cccs1)c1cc(C2CC2)on1
3: CCN(CC(=O)Nc1ccccc1C(F)(F)F)C(=O)c1ccccc1Sc1ccccc1C#N

Screen / compound no.,2,3
BoNT F protease,2,0
UGM FP inh,-0.4,0.0
FadD28 binding,-0.4,-3.4
CCHF vOTU inh,-2,21
BoNT A protease,-0.2,-2.1
PrPC surface inh,-4,0
GDH-TPI counter,14,-3
FBA Mtb inh,4,-3
BioA inh,-4.1,1.0

Excerpt: nos. 3–15
item	SMILES	BoNT F protease	UGM FP inh	FadD28 binding	CCHF vOTU inh	BoNT A protease	PrPC surface inh	GDH-TPI counter	FBA Mtb inh	BioA inh
3	CCN(CC(=O)Nc1ccccc1C(F)(F)F)C(=O)c1ccccc1Sc1ccccc1C#N	0	0.0	-3.4	21	-2.1	0	-3	-3	1.0
4	Cc1cccc(COC(=O)Nc2ccc(NC(=O)c3ccccc3Cl)cc2)c1	-28	-2.8	0.6	-8	-3.8	-2	9	2	-2.4
5	CCOC(=O)[C@H]1[C@H]2COc3ccc(OC)cc3[C@@H]2N2C(=O)CN(Cc3ccccc3)C(=O)[C@@]12C	2	2.8	-1.6	1	-0.2	-5	11	3	-3.2
6	Nc1nnc(CC(=O)N/N=C/c2ccc(-c3cccc(C(=O)O)c3)o2)s1	-3	4.5	3.0	24	-1.5	-6	46*	4	1.4
7	COc1ccc2[nH]c(=O)c(CN(CCc3cccc(C)c3)C(C)=O)cc2c1	-1	-1.0	-3.3	-17	-1.6	4	4	15	0.1
8	Cc1cc2[nH]c(=O)cc(-c3ccccc3)n2n1	-10	-4.2	-0.2	-33	-2.5	5	6	34*	2.2
9	Nc1c(C(=O)Nc2ccccc2)sc2nc(-c3ccco3)ccc12	-47	0.7	1.3	-5	2.2	-5	27	26	.
10	COc1ccc(-c2noc(N3CCC(C(=O)NCCCN4CCCCC4)CC3)n2)cc1	-1	0.3	-4.6	7	-0.6	3	4	-3	-0.9
11	O=C1c2ccccc2C(Nc2ccc(S(=O)(=O)N3CCOCC3)cc2)N1c1cccnc1 (configuration not stated)	0	-1.0	-0.8	24	0.6	-5	1	4	-0.8
12	CC(C)CC(NC(N)=O)C(=O)OCC(=O)Nc1ccc(SC(F)F)cc1 (configuration not stated)	-2	1.6	-3.6	3	-0.9	-1	-11	-1	.
13	COc1ccc(OCCC(=O)OCC(=O)NC(=O)NC(C)(C)C)cc1	-10	1.3	-0.7	5	-0.5	0	-1	1	0.0
14	CCN1CCN(S(=O)(=O)c2cccc(S(=O)(=O)N3CCOCC3)c2)CC1	0	-2.1	0.1	-5	1.2	1	2	2	.
15	CC(C)(C)CC(=O)N1CCN(c2ccc(S(=O)(=O)N3CCOCC3)cc2[N+](=O)[O-])CC1	-4	-0.3	.	-2	-3.7	-4	-3	2	-0.6

(more compounds)
item	SMILES	BoNT F protease	UGM FP inh	FadD28 binding	CCHF vOTU inh	BoNT A protease	PrPC surface inh	GDH-TPI counter	FBA Mtb inh	BioA inh
16	C#CCOCCOCCOCCNc1nc(N2CCN(C(=O)CCCCCCCCCCNC(=O)[C@H]([C@@H](C)CC)n3cc(CCCCCN)nn3)CC2)nc(N2CCN(C(=O)CCCCCCCCCCNC(=O)[C@H](CO)n3cc(CCCCCN)nn3)CC2)n1	-54	0.1	-12	.	-0.3	.	-11	2	2.0
17	CCCCNC(=S)Nc1ccc(Oc2ccccc2)cc1	-1	3.8	-4.0	7	-0.9	3	-5	-1	-0.6
18	Cc1c(OCc2ccc([N+](=O)[O-])cc2)ccc2c3c(c(=O)oc12)CCC3	1	0.9	-1.1	-11	-0.7	-7	2	0	-0.6
19	O=C(COC(=O)Cc1cccs1)Nc1cc(S(=O)(=O)N2CCOCC2)ccc1Cl	0	-0.5	-3.4	3	-0.3	-2	-4	0	-0.2
20	Cc1c(C(=O)NC(=S)N(Cc2ccccc2)c2ccccn2)cccc1[N+](=O)[O-]	-15	0.2	0.7	4	-0.5	-2	-16	8	-4.0
21	COC(=O)c1ccc(COC(=O)Cc2n[nH]c(=O)c3ccccc23)cc1	-4	0.1	-2.1	-10	0.8	7	1	3	.
22	Cc1cc(OCC(=O)NCCc2ccc(S(N)(=O)=O)cc2)c2c(C)cc(=O)oc2c1	-5	-0.6	-3.5	-34	-1.0	5	-6	67*	-2.6
23	COc1ccc2c(C(=O)c3ccc(C)cc3)n(CCC(N)=O)[n+]([O-])c2c1	-4	0.3	-2.6	10	-0.3	1	8	-2	0.6
24	CCOc1ccc(C)cc1S(=O)(=O)NC1CCCCC1	4	-0.1	-0.8	19	1.8	10	8	-1	.
25	CC(C)OC(=S)N/C(=N\S(=O)(=O)c1ccccc1)c1ccccc1	5	-0.3	-2.9	-5	0.0	1	-11	-2	.
26	CC(C)CCNC(=O)/C=C/c1ccc(Br)cc1	-5	0.5	-2.8	3	-0.2	6	-2	-3	0.5
27	Cc1nc2ccc(NC(=O)CS(=O)(=O)c3ccc(F)cc3)cc2s1	?	-0.8	-1.0	-8	-38	2	11	6	0.8
28	Cc1cccc(OCc2nnc(SCn3nnc4ccccc4c3=O)o2)c1	12	1.3	-1.9	2	0.7	-1	-2	0	0.6
29	CC12C(=O)N(c3ccccc3)C(=O)C1C(c1ccccc1)N1CCCN12 (configuration not stated)	?	-0.9	-1.9	-4	-4.7	10	2	-1	0.8
30	Cc1ccc(C(=O)Nc2nc3c(s2)CCCC3)o1	-11	0.1	-2.4	0	-0.7	-3	16	-1	-2.7

Later entries:
item	SMILES	BoNT F protease	UGM FP inh	FadD28 binding	CCHF vOTU inh	BoNT A protease	PrPC surface inh	GDH-TPI counter	FBA Mtb inh	BioA inh
31	CCOc1cc(/C=N/NC(=O)c2ccncc2)cc(Cl)c1OS(C)(=O)=O	-5	2.4	-21	-1	0.8	1	1	-6	4.4
32	Nc1nn2c(C(F)(F)F)cc(=O)[nH]c2c1N=Nc1cccc(F)c1	-3	-0.7	0.8	.	-0.5	.	15	-7	.
33	Nc1ccc(C(=O)OCC(=O)N2CCc3ccccc3C2)cc1[N+](=O)[O-]	0	0.4	-2.6	5	0.6	-11	-3	-2	5.1
34	Cc1nc(NCC2CCCO2)c2nnn(Cc3c(F)cccc3Cl)c2n1 (configuration not stated)	-5	4.6	-2.3	4	-1.4	-3	-1	-2	1.5
35	O=S(=O)(Nc1cccc(Cl)c1)c1ccc(-n2cccn2)cc1	2	0.3	0.2	8	-0.1	2	-2	2	-0.2
36	CCN(CC)C(=O)C1CCC(C)(C(=O)O)C1(C)C (configuration not stated)	6	4.0	-0.8	7	-0.3	-6	11	4	-0.1
37	COc1ccc(NC(=O)CNC(=O)Cn2ccc3ccccc3c2=O)c(OC)c1	-11	0.1	-3.2	-7	-1.3	5	19	-4	-1.4
38	S=C(c1ccc(-c2cccc(Cl)c2)o1)N1CCCCC1	-3	1.3	0.2	-7	0.4	-3	4	-1	.
39	O=c1c(-c2ccccc2)nc(-c2ccccc2)cn1O	-2	-1.4	-1.1	-6	-0.4	4	0	5	0.2
40	O=C(c1cccc(NS(=O)(=O)c2ccc(F)c(F)c2)c1)N1CCN(Cc2ccccc2)CC1	-3	-3.3	-4.4	-8	0.2	10	11	-2	0.6
41	COC(=O)c1c(NC(=O)c2ccccc2F)sc(C(=O)N2CCOCC2)c1C	-8	-1.1	-0.9	11	-2.6	-2	7	-1	2.5
42	O=C(c1cc2ccccc2oc1=O)N1CCN(c2ccccn2)CC1	?	0.0	-4.2	15	1.7	-1	8	2	0.1
43	COc1ccc(CNS(=O)(=O)NCc2ccc(OC)c(OC)c2)cc1	3	-1.0	-3.0	-5	0.1	4	3	-4	-1.0
44	N#Cc1c(-c2ccc(F)cc2)ccnc1N1CCOCC1	3	-1.7	-1.1	-4	0.0	-4	0	8	3.0
45	NS(=O)(=O)OCC1CCCCC1	-3	-1.2	-1.6	16	0.2	0	4	-2	-1.0

Later entries:
item	SMILES	BoNT F protease	UGM FP inh	FadD28 binding	CCHF vOTU inh	BoNT A protease	PrPC surface inh	GDH-TPI counter	FBA Mtb inh	BioA inh
46	COc1ccccc1N(CC(=O)NC(C)(C)C)C(=O)CCC(=O)Nc1nccs1	-10	-0.1	-1.9	-4	1.2	5	6	3	-0.4
47	COc1ccc(N2CCN(C(=O)CSc3nnc(C4CC4)n3C3CC3)CC2)cc1	0	.	0.6	-2	-0.1	10	-1	3	-0.2
48	O=C(COc1ccc([N+](=O)[O-])cc1)Nn1cnnc1	5	-3.3	0.0	-13	-0.2	-6	-1	0	.
49	Cc1ccc(Cl)cc1NC(=O)CSc1nnc(C)n1-c1ccccc1	6	-0.3	-0.3	5	0.4	6	0	0	2.0
50	COc1ccc(/C(C)=N/NC(=O)CNC(=O)COc2ccccc2)c(OC)c1	2	-2.1	-0.9	6	2.0	-4	10	1	-1.6
51	CCc1ccc(C(=O)OCC(=O)c2c(N)n(CC(C)C)c(=O)n(C)c2=O)cc1	6	1.5	-2.1	-11	-0.4	8	0	3	.
52	Cc1ccccc1CNC(=O)c1ccc(Cl)c([N+](=O)[O-])c1	-6	0.5	-1.3	1	-0.8	-33	8	2	.
